Source: PubChem (University of Pittsburgh Molecular Library Screening Center)
L929 necroptosis: L929 zVAD cell death inhibition; AID 1377; actives 0.38% (n = 220,000); viability rescue, % at 10 µM; L929 zVAD necroptosis rescue, ATP luminescence, 24 h; with zVAD 60 µM;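 active means activation, scaled between plate controls, above about 75%, limit read from the data; inactive means activation under that limit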;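 further: 0% = zVAD with DMSO and 100% = DMSO alone without zVAD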
Tb hexokinase: blocks Trypanosoma brucei hexokinase 1 activity. actives 0.11% (n = 220,000). recombinant TbHK1, G6PDH-coupled NADH A340. inhibition, % at 10 µM;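 active means inhibition of 50% or more in the single-dose primary screen; inactive means inhibition below 50%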
Hck-Nef inh: inhibitors of human Hck kinase activated by Nef | P08631 | Recombinant Hck-YEEI plus Nef, Z-Lyte FRET kinase assay | inhibition, % at 20 µM | actives 0.68% (n = 220,000) | AID 463187;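 active means Hck-Nef kinase inhibition above about 50%, limit read from the data; inactive means inhibition below that limit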;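 further: 0% = DMSO with Hck plus Nef and 100% = Hck alone without Nef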
Target sequence (P08631 whole entry, looked up): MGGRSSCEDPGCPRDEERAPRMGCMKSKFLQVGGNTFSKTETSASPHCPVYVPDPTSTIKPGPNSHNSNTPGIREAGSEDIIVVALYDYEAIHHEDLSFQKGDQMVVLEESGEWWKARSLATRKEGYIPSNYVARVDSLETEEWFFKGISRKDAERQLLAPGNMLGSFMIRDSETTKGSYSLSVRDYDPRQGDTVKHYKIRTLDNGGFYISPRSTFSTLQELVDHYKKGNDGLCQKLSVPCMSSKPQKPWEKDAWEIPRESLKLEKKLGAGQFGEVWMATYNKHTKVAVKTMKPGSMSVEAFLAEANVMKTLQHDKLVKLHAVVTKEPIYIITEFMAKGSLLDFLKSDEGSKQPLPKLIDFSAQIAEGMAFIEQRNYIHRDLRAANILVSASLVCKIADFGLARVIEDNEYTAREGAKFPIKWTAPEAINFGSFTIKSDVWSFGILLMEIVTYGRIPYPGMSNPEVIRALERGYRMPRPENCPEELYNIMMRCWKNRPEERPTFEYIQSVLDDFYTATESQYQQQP
* marks the source's active call; other numbers are inactive results. Only part of the results is shown. The share of hits here may be higher or lower than overall.

SMILES: C=CCC(=O)OCC(=O)Nc1ccc(Oc2ccccc2)cc1
  L929 necroptosis = 2.2
  Tb hexokinase = 4
  Hck-Nef inh = 3
SMILES: Cc1cc(C)nc(NC2=NCCN2C(=O)Nc2ccc(Cl)c(Cl)c2)n1
  L929 necroptosis = 0.7
  Tb hexokinase = 3
  Hck-Nef inh = 2
SMILES: c1ccc(CC2CCN(c3nc(N4CCOCC4)nc(N4CCOCC4)n3)CC2)cc1
  L929 necroptosis = 0.7
  Tb hexokinase = -1
  Hck-Nef inh = 3
SMILES: c1cc2c3c(cccc3c1)C(N1CCN(C3=Nc4cccc5cccc3c45)CC1)=N2
  L929 necroptosis = -0.1
  Tb hexokinase = 2
  Hck-Nef inh = 3
SMILES: Cc1[nH]n(-c2ccc([N+](=O)[O-])cc2)c(=O)c1N=Nc1nc2ccccc2s1
  L929 necroptosis = -0.9
  Tb hexokinase = -6
  Hck-Nef inh = 6
SMILES: CCCCN(CC)C(=O)C1CCC(=O)N(c2ccc(OC)cc2)C1c1ccc(OC)c(OC)c1 (configuration not stated)
  L929 necroptosis = -0.3
  Tb hexokinase = -10
  Hck-Nef inh = 0
SMILES: COc1ccc(/C=C2\CCc3ccccc3C2=O)cc1Cn1nc(C)c(Br)c1C
  L929 necroptosis = 0.0
  Tb hexokinase = -2
  Hck-Nef inh = -1
SMILES: COc1ccc(OC)c(NC(=O)c2cnc3ccccn3c2=O)c1
  L929 necroptosis = -0.6
  Tb hexokinase = -7
  Hck-Nef inh = -1
SMILES: Cc1c2c(n3c(nc4ccccc43)c1C#N)N(Cc1cccnc1)CC2
  L929 necroptosis = -0.5
  Tb hexokinase = 2
  Hck-Nef inh = 27
SMILES: CCCCCCCc1nc2c(=O)[nH]c3ccccc3c2o1
  L929 necroptosis = 0.0
  Tb hexokinase = -4
  Hck-Nef inh = 10
SMILES: O=C1c2ccccc2-c2nc3ncnn3c(-c3ccccc3)c21
  L929 necroptosis = 0.7
  Tb hexokinase = 1
  Hck-Nef inh = 2
SMILES: N#Cc1cc2c(=O)n3ccccc3nc2n(Cc2cccnc2)c1=N
  L929 necroptosis = -0.2
  Tb hexokinase = -9
  Hck-Nef inh = 2
SMILES: CC(C)Oc1ccc(C2C(C(=O)c3ccco3)=C(O)C(=O)N2CCCN(C)C)cc1 (configuration not stated)
  L929 necroptosis = 0.1
  Tb hexokinase = -8
  Hck-Nef inh = 0
SMILES: CCOC(=O)N1CCN(C(=O)C2CCC(C(=O)N3CCN(C(=O)OCC)CC3)CC2)CC1 (configuration not stated)
  L929 necroptosis = 0.2
  Tb hexokinase = 0
  Hck-Nef inh = 0
SMILES: COc1ccc(-c2c3c(=O)n(C)c(=O)n(C)c3c3nnc4ccccc4n23)cc1
  L929 necroptosis = 0.1
  Tb hexokinase = 9
  Hck-Nef inh = 0

As entered above.
In L929 necroptosis, CCOC(=O)N1CCN(C(=O)C2CCC(C(=O)N3CCN(C(=O)OCC)CC3)CC2)CC1 (configuration not stated) has the entry 0.2
In L929 necroptosis, Cc1[nH]n(-c2ccc([N+](=O)[O-])cc2)c(=O)c1N=Nc1nc2ccccc2s1 has the entry -0.9
In Hck-Nef inh, CCCCCCCc1nc2c(=O)[nH]c3ccccc3c2o1 has the entry 10
In Hck-Nef inh, COc1ccc(/C=C2\CCc3ccccc3C2=O)cc1Cn1nc(C)c(Br)c1C has the entry -1
In Hck-Nef inh, Cc1cc(C)nc(NC2=NCCN2C(=O)Nc2ccc(Cl)c(Cl)c2)n1 has the entry 2

(further entries)
SMILES: O=C1NC2CCCCC2NC1CC(=O)N1CCN(c2ccccc2)CC1 (configuration not stated)
  L929 necroptosis = 0.0
  Tb hexokinase = -2
  Hck-Nef inh = 1
SMILES: O=c1c2c3c(sc2n2c(=S)[nH]nc2n1Cc1ccccc1)CN(Cc1ccccc1)CC3
  L929 necroptosis = -0.5
  Tb hexokinase = 5
  Hck-Nef inh = 13
SMILES: CCOc1ccc(C2C(C(=O)c3cccs3)=C(O)C(=O)N2CCCn2ccnc2)cc1 (configuration not stated)
  L929 necroptosis = 0.1
  Tb hexokinase = -6
  Hck-Nef inh = -1
SMILES: CC1CCN(C(=O)c2ccc(C(=O)N3CCC(C)CC3)cc2)CC1
  L929 necroptosis = 0.4
  Tb hexokinase = -2
  Hck-Nef inh = 7
SMILES: COC(=O)c1ccc(C2/C(=C(/O)c3ccc(OC)cc3)C(=O)C(=O)N2Cc2ccco2)cc1 (configuration not stated)
  L929 necroptosis = 0.4
  Tb hexokinase = -27
  Hck-Nef inh = 1
SMILES: CCOc1cc(-n2cnnn2)c(OCC)cc1NC(=O)c1cc2ccc(N(CC)CC)cc2oc1=O
  L929 necroptosis = 0.2
  Tb hexokinase = -6
  Hck-Nef inh = 26
SMILES: O=[N+]([O-])c1ccc(-c2nnc(CSc3nc(-c4ccccc4)nc4ccc(F)cc34)o2)cc1
  L929 necroptosis = -0.6
  Tb hexokinase = -3
  Hck-Nef inh = 9
SMILES: CCCCCn1c(=O)[nH]c2cc(C(=O)NCCN3CCOCC3)ccc2c1=O
  L929 necroptosis = 0.1
  Tb hexokinase = -6
  Hck-Nef inh = 1
SMILES: Cc1nc2ccccn2c1/C(O)=C1\C(=O)C(=O)N(CCCN(C)C)C1c1ccc(F)cc1 (configuration not stated)
  L929 necroptosis = -0.2
  Tb hexokinase = -14
  Hck-Nef inh = 15
SMILES: CC(C)(C)NC(=O)C(c1ccco1)N(C(=O)Cn1nnc(-c2ccc(F)cc2)n1)c1ccccc1 (configuration not stated)
  L929 necroptosis = -0.7
  Tb hexokinase = -3
  Hck-Nef inh = -22
SMILES: O=C(CSc1ncnc2c1nnn2-c1ccc(F)cc1)N1CCN(c2ccccc2)CC1
  L929 necroptosis = 0.4
  Tb hexokinase = 1
  Hck-Nef inh = 2
SMILES: CCCn1c(=NC(C)=O)c(C#N)cc2c(=O)n3cccc(C)c3nc21
  L929 necroptosis = 0.1
  Tb hexokinase = -1
  Hck-Nef inh = 56*
SMILES: Cc1cc(C)c2c(n1)sc1c(N3CCOCC3)ncnc12
  L929 necroptosis = 1.4
  Tb hexokinase = -12
  Hck-Nef inh = 0
SMILES: COc1ccc(C(c2nnnn2C2CCCCC2)N2CCN(c3ccccc3)CC2)cc1 (configuration not stated)
  L929 necroptosis = 0.0
  Tb hexokinase = -2
  Hck-Nef inh = -1
SMILES: O=c1cc(-c2ccccc2)n(S(=O)(=O)c2ccc3ccccc3c2)o1
  L929 necroptosis = 2.8
  Tb hexokinase = 11
  Hck-Nef inh = -20

SMILES: Cc1ccc(C)c(N2CCN(C(=O)C3CCN(c4nnc(N5CCCC5=O)s4)CC3)CC2)c1
  L929 necroptosis = 0.7
  Tb hexokinase = -3
  Hck-Nef inh = -3
SMILES: Cc1nc(N2CCN(c3ncccn3)CC2)c2oc3ccccc3c2n1
  L929 necroptosis = 0.0
  Tb hexokinase = -14
  Hck-Nef inh = 1
SMILES: CC(C)c1nc2oc3c(NCC4CCCO4)ncnc3c2c2c1COC(C)(C)C2 (configuration not stated)
  L929 necroptosis = 0.9
  Tb hexokinase = -15
  Hck-Nef inh = 1
SMILES: COCCn1c(SCc2nnc(-c3ccc(OC)c(OC)c3)o2)nc2sc3c(c2c1=O)CCC3
  L929 necroptosis = 0.6
  Tb hexokinase = -13
  Hck-Nef inh = 5
SMILES: CCCn1c(C)nc2c(c1=O)c1nc3ccccc3nc1n2CCc1ccccc1
  L929 necroptosis = 0.1
  Tb hexokinase = -3
  Hck-Nef inh = 7
SMILES: Cc1cc(C)c2c(n1)nn1c(N3CCN(c4cccc(Cl)c4)CC3)cc(C)nc21
  L929 necroptosis = -0.8
  Tb hexokinase = -19
  Hck-Nef inh = 35
SMILES: CN(Cc1ccccc1)S(=O)(=O)c1ccc(S(=O)(=O)N2CCN(CCC#N)CC2)cc1
  L929 necroptosis = 1.1
  Tb hexokinase = -1
  Hck-Nef inh = 20

5 of the compounds above, comma-delimited.
compound,L929 necroptosis,Tb hexokinase,Hck-Nef inh
Cc1[nH]n(-c2ccc([N+](=O)[O-])cc2)c(=O)c1N=Nc1nc2ccccc2s1,-0.9,-6,6
CCCCN(CC)C(=O)C1CCC(=O)N(c2ccc(OC)cc2)C1c1ccc(OC)c(OC)c1 (configuration not stated),-0.3,-10,0
COc1ccc(/C=C2\CCc3ccccc3C2=O)cc1Cn1nc(C)c(Br)c1C,0.0,-2,-1
COc1ccc(OC)c(NC(=O)c2cnc3ccccn3c2=O)c1,-0.6,-7,-1
Cc1c2c(n3c(nc4ccccc43)c1C#N)N(Cc1cccnc1)CC2,-0.5,2,27
